NOD2 inhibition: NOD2 signaling inhibitors, cell-based, luminescence, uHTS, HEK293 (AID 1566). one-dose inhibition, % at 4 µM; EC50 in µM for titrated hits. 290,000 compounds, 0.63% hits. HEK293 NOD2/NF-kB luciferase reporter, luminescence; higher % means a stronger effect; further: many of its hits are not listed in these tables
KOR beta-arrestin-1: KOR antagonists, beta-arrestin recruitment, cell-based, luminescence, uHTS (AID 1778). KOR beta-arrestin recruitment, luminescence, antagonist mode; higher % means a stronger effect. one-dose inhibition, % at 10 µM; IC50 in µM for titrated hits. 290,000 compounds, 0.091% hits; further: strong numbers were not always called active
GPR55 beta-arrestin: GPR55 agonists via beta-arrestin recruitment, primary screen, imaging, U2OS cells, beta-arrestin-GFP redistribution (AID 1961); G-protein coupled receptor 55 (Homo sapiens); U2OS GPR55 beta-arrestin-GFP redistribution imaging; higher % means a stronger effect; activation, % at 10 µM, or EC50 in µM where a hit was titrated; 290,000 compounds, 0.048% hits;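 active means activation above 40% with more than 50 cells counted in the well; inconclusive means wells holding fewer than 50 cells, flagged as toxic or sparse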;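 further: U2OS osteosarcoma cells stably expressing GPR55 and beta-arrestin-GFP; plate controls were DMSO negative control for no effect and LPI positive control for full effect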
HIV fusion peptide: inhibitors of HIV fusion peptide binding, primary screen, biochemical, uHTS, fluorescence dequenching (AID 1986); cell-free peptide binding, fluorescence dequenching, 30 min; higher % means a stronger effect; 290,000 compounds, 0.3% hits; inhibition, % at 20 µM, or IC50 in µM where a hit was titrated; in the data active means inhibition mostly above about 52%, no sharp cut-off; inactive means mostly below about 76%; further: some results filed as inactive read as strong as hits
KOR beta-arrestin-2: KOR agonists, beta-arrestin recruitment, primary screen, cell-based, luminescence, uHTS (AID 1777); KOR beta-arrestin recruitment, luminescence; higher % means a stronger effect; activation, % at 10 µM; hits with a dose series show EC50 in µM; 280,000 compounds, 0.02% hits; in the data active means activation above about 50%, passing the limit was not always enough; further: a part of the inactive calls stands beside numbers as strong as those of hits
Rac1 GTP hydrolysis: MgcRacGAP GTPase-activating activity inhibitors, confirmation, biochemical, ADP Hunter fluorescence; MgcRacGAP-stimulated Rac1 GTP hydrolysis, ADP Hunter fluorescence; higher % means a stronger effect; GST-tagged Rac1 F28L mutant substrate; inhibition, % at 30 µM; hits with a dose series show IC50 in µM; 340,000 compounds, 0.6% hits;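 active means first-screen hits whose inhibition reached a set limit at any dose in the follow-up dose series; inconclusive means inhibition above the set first-screen limit but never retested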;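 further: fluorescence reports GDP produced by GAP-driven GTP hydrolysis; strong numbers were not always called active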
SV40 large T antigen: SV40 large T antigen inhibitors, biochemical (AID 1903); SV40 large T antigen ATPase/helicase inhibition assay; higher % means a stronger effect; 310,000 compounds, 0.39% hits; one-dose inhibition, % at 20 µM; IC50 in µM for titrated hits; in the data active means a potency from the dose series; inconclusive means inhibition mostly from about 32% at the one dose, without a potency; inactive means the rest, 99 in 100 with inhibition below about 32%; further: strong numbers were not always called active
NOD1 NF-kB reporter: NOD1 signaling inhibitors, primary screen, cell-based, luminescence, uHTS (AID 1578); 290,000 compounds, 1% hits; one-dose inhibition, % at 4 µM; EC50 in µM for titrated hits; NOD1-driven NF-kB luciferase reporter cells, luminescence; higher % means a stronger effect; in the data active means inhibition mostly above about 36%, no sharp cut-off; inactive means mostly below about 34%;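 further: HEK-293T reporter cells stimulated with the NOD1 agonist gamma-tri-DAP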
GPR55 antagonists: GPR55 antagonists blocking LPI-driven arrestin recruitment, primary screen, imaging, U2OS, beta-arrestin-GFP, LPI agonist (AID 2013); inhibition, % at 10 µM; hits with a dose series show IC50 in µM; U2OS GPR55 beta-arrestin-GFP translocation imaging, LPI antagonism; higher % means a stronger effect; 290,000 compounds, 0.13% hits; G-protein coupled receptor 55 (Homo sapiens);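 active means spots per cell inhibited over 60%, with over 100 cells counted and total cytoplasm intensity under 500,000; inconclusive means wells with under 100 cells, flagged as likely toxic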;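 further: U2OS cells stably carrying GPR55 and arrestin-GFP stimulated by 5 µM LPI near EC80; imaged beta-arrestin-GFP aggregate spots per cell after agonist stimulation; plate controls were LPI-stimulated DMSO wells for no effect and DMSO wells without LPI for full effect; some results filed as inactive read as strong as hits; confirmed hits need IC50 under 10 µM and bright autofluorescent wells are also inconclusive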
Starred values were filed as active, the others as inactive; ? = inconclusive; nt = no result given; [ ] = remark or other dose. Unless noted, no stated cut-off is given here; in the data, active means inhibition above about 50%; inactive means the rest.

No.	structure	NOD2 inhibition	KOR beta-arrestin-1	GPR55 beta-arrestin	HIV fusion peptide	KOR beta-arrestin-2	Rac1 GTP hydrolysis	SV40 large T antigen	NOD1 NF-kB reporter	GPR55 antagonists
1	Cc1ccc(-c2nc3ccccc3s2)cc1NC(=O)c1cc(-n2cnnc2)ccc1Cl	-52%	-29%	-0.1%	4.2%	3.1%	2%	-4%	-27%	10%
2	CCc1ccc(NC(=O)CCNS(=O)(=O)c2cccs2)cc1	4%	-15%	0.2%	2.1%	-4.8%	7%	6%	-27%	3%
3	Cc1c(Cl)cccc1NC(=O)Cn1c(-c2ccc(F)cc2)noc1=O	3%	22%[20 µM]	0.0%	-1.3%	nt	-2%	13%	3%	10%
4	COc1ccc2nc(N/C(=N/S(=O)(=O)c3cccs3)c3ccccc3Cl)sc2c1	13%	-33%	-0.4%	31%	-0.6%	1%	10%	-17%	7%
5	COc1ccc(NS(=O)(=O)c2c(C)cc(C)cc2C)cc1	3%	-48%	0.0%	-1.8%	-0.2%	7%	19%	25%	-6%
6	O=C(O)COc1ccc(/C=C/C(=O)c2ccc(C3CCCCC3)cc2)cc1	21%	-27%	0.5%	18µM*	3.0%	7%	1%	-14%	-8%
7	CO/N=C/c1ccc(N2CCOCC2)c([N+](=O)[O-])c1	-7%	3%	-0.3%	-2.1%	-3.6%	6%	3%	-13%	5%
8	CC(C)c1ccc(/C=N/n2nnnc2Nc2ccccc2)cc1	0%	-31%	-0.1%	1.5%	2.4%	19%	-1%	-11%	16%
9	CN(CC1CCCN(CCc2ccc(Cl)cc2)C1)C(=O)c1ccc2nc[nH]c2c1 (configuration not stated)	-12%	6%	-0.1%	-0.1%	1.9%	11%	14%	-27%	22%
10	CCCN1CCC(=O)N([C@H](CSc2ccc(OC)cc2)Cc2ccccc2)CC1	-10%	2%	-0.1%	0.0%	19%	11%	3%	-4%	-10%
11	CCC(C)[C@H](NC(=O)N1CC(=O)Nc2ccccc21)C(=O)NC(C)CCc1ccccc1 (some centres not stated)	-10%	1%	-0.1%	-1.3%	-5.7%	4%	10%	-7%	10%
12	C/C(=N\Nc1nccnc1Cl)c1ccc(Cl)c(Cl)c1	-2%	-23%[20 µM]	0.0%	-1.6%	-3.1%	-2%	12%	-41%	-4%
13	Cc1cccc(C)c1NC(=S)N(CCCN1CCOCC1)Cc1cccnc1	15%	-22%	0.9%	1.0%	1.6%	0%	8%	-10%	-9%
14	Cc1ccc(/C([O-])=C(/C(=S)NCCN2CCOCC2)[n+]2ccccc2)cc1[N+](=O)[O-]	16%	-9%[20 µM]	-0.1%	-1.2%	-3.8%	5%	20%	-37%	8%
15	CCCCOc1ccc(OCCCN2CCOCC2)cc1	6%	-2%	-0.2%	-0.2%	-1.6%	9%	3%	-24%	13%
16	CC(=O)c1c(C)[nH]c(C(=O)NCc2cccs2)c1C	4%	-71%	-0.1%	1.2%	3.4%	3%	1%	8%	-11%
17	CN1CCN(c2ccc(Cl)cc2NC(=O)c2ccc(S(=O)(=O)N(C)C)cc2)CC1	0%	19%	-0.1%	-0.7%	0.2%	4%	7%	-29%	-6%
18	CCOc1ccccc1C1NC(=O)NC(C)=C1C(=O)OCc1ccco1 (configuration not stated)	6%	-28%	0.2%	-0.4%	-2.6%	1%	20%	-14%	17%
19	COc1ccc(-n2c(SCC(N)=O)nc3sc4c(c3c2=O)CCC4)cc1	10%	4%[20 µM]	-0.2%	-1.0%	-3.9%	-3%	-10%	15%	8%
20	COC(=O)CCC(=O)Nc1cc(OC)c(OC)cc1Cc1nccc2cc(OC)c(OC)cc12	11%	7%	-0.1%	-0.3%	-2.5%	5%	9%	-14%	-3%
21	CC(C)Cn1c(C(C)C)nc([N+](=O)[O-])c1Sc1ccc(Cl)cn1	13%	16%	0.3%	-1.6%	-2.7%	5%	20%	-2%	8%
22	COc1ccccc1-n1c(SCC(=O)N(C)C2CCS(=O)(=O)C2)nc2ccccc2c1=O (configuration not stated)	-4%	-7%	-0.2%	1.3%	nt	4%	4%	-4%	2%
23	CCOC(=O)c1ccc(NC(=O)COC)cc1	-18%	29%	-0.1%	-1.3%	-0.4%	-3%	-2%	-26%	4%
24	CCCC(=O)Nc1ccc2c(c1)nc(CCNC(=O)c1ccccc1)n2C	16%	-49%	-0.1%	0.4%	-0.1%	1%	5%	6%	12%
25	N=C1/C(=C\c2ccc(-c3ccc(C(=O)O)cc3)o2)C(=O)N=C2SC=C(c3ccccc3)N12	40%	-34%	0.2%	68%	3.3%	?	nt	-3%	12%
26	COc1ccccc1-c1nnc(C2CCN(S(=O)(=O)c3ccc([N+](=O)[O-])cc3)CC2)o1	18%	-29%	-0.4%	-0.7%	10%	10%	-1%	26%	-9%
27	Cc1c(NC(=O)c2cnn3c(C(F)(F)F)cc(-c4ccco4)nc23)c(=O)n(-c2ccccc2)n1C	10%	28%	-0.1%	-3.7%	-7.8%	8%	-2%	27%	5%
28	CCCC(=O)C1=C(N2CCCCC2)CC(C)(C)C(C(=O)OC)C1=O (configuration not stated)	4%	-18%	-0.2%	-1.0%	1.1%	0%	21%	-27%	2%
29	COc1cccc(NC(=O)CN2C(=O)NC3(CCCC3)C2=O)c1	-14%	-40%	0.2%	0.1%	5.2%	0%	3%	-26%	0%
30	CC(=O)C1=C(O)CCC1=N	14%	12%	-0.2%	-1.6%	-8.2%	8%	-6%	9%	2%
31	O=C1Nc2ccccc2C1=Nc1cccc(Cl)c1	14%	-24%[20 µM]	0.8%	-1.6%	-8.2%	-4%	6%	-7%	13%
32	Cn1cc(Br)c(C(=O)NNC(=O)c2ccc(Cl)cc2)n1	1%	20%	-0.3%	-1.9%	-1.4%	-1%	8%	-20%	2%
33	Fc1ccccc1COc1ccccc1CNCc1ccncc1	16%	-22%	-0.1%	-0.9%	4.3%	-1%	6%	3%	-6%
34	COc1ccc(C(=O)NNC(=O)c2ccc(S(=O)(=O)N3CCCCC3)cc2)cc1	21%	-27%	-0.2%	0.6%	2.1%	1%	-2%	-26%	-8%
35	CCNc1nc(NC(C)C)nc(Nn2cnnc2)n1	11%	12%	-0.1%	-2.6%	-1.9%	-1%	14%	-3%	17%
36	CN(c1ccccc1)S(=O)(=O)c1ccc(C(=O)NCCc2ccc(F)cc2)cc1	4%	0%	1.6%	-2.1%	2.8%	4%	4%	4%	-3%
37	COCCN1C(=O)c2ccc(C(=O)Nc3nccs3)cc2C1=O	14%	36%	-0.1%	-3.4%	5.2%	6%	1%	-23%	-1%
38	COc1cc(O)c(C(CCN2CCOCC2)c2ccc(N(C)C)cc2)c(OC)c1 (configuration not stated)	18%	5%	0.0%	2.4%	-0.4%	12%	22%	5%	-3%
39	Cc1csc(NC(=O)C2CCCN(S(=O)(=O)c3ccc4c(c3)oc(=O)n4C)C2)n1 (configuration not stated)	12%	-46%	0.3%	0.1%	5.8%	-6%	-2%	17%	4%
40	S=c1[nH]nc(COc2ccccc2)n1/N=C/c1cccc(Br)c1	5%	8%	0.0%	0.6%	0.2%	17%	8%	8%	-14%
41	Cc1cc(C)cc(OCc2ccc(C(=O)N3N=C(C(F)F)CC3(O)C(F)F)o2)c1 (configuration not stated)	1%	32%	0.0%	-0.9%	-3.4%	4%	-4%	-19%	4%
42	COCCn1cnc2c1c(=O)n(Cc1ccccc1C#N)c(=O)n2Cc1ccccc1	8%	-13%	-0.3%	1.0%	-2.6%	8%	13%	-23%	9%
43	CC(C(=O)Nc1ncccn1)(c1ccccc1)c1ccccc1	-9%	-18%	0.2%	-1.3%	-1.3%	4%	2%	-16%	-8%
44	COc1ccccc1NC(=O)C1=C(C)NC(=O)NC1c1ccccc1F (configuration not stated)	1%	-18%	-0.1%	-1.2%	2.7%	7%	3%	-8%	-4%
45	CC(C)(C)c1ccc(C(=O)Nc2ccc(F)cc2)s1	-162%	46%	-0.2%	-0.6%	3.9%	5%	8%	-4%	9%
46	CC(=O)N(C1=C(O)c2ccccc2C(=O)C1=O)C1CCCCC1	10%	11%	-0.3%	1.4%	4.4%	0%	-5%	-21%	-4%
47	O=C(CN(C(=O)CCC(=O)Nc1ccccn1)c1cccc(F)c1)NCc1ccco1	-11%	-34%	0.0%	0.7%	2.7%	6%	15%	-5%	-4%
48	O=C(Nc1ccc2c(c1)OCO2)c1ccc2c(c1)OCO2	-76%	4%	0.1%	-1.4%	-4.3%	-8%	18%	-35%	2%
49	Cc1cc(C)cc(NC(=O)COC(=O)c2cc(=O)[nH]c(=O)[nH]2)c1	0%	-37%[20 µM]	-0.1%	1.6%	-2.7%	12%	1%	-23%	12%
50	C[C@@H]1CC=C[C@H]2[C@H]1C(=O)N(Cc1ccccc1)[C@H]2c1ccc(-c2ccc(N(C)C)cc2)cc1F	10%	7%	0.6%	4.7%	1.2%	8%	0%	-11%	4%
51	O=C(COc1ccccc1Cl)OCC(=O)N1CCN(S(=O)(=O)c2ccccc2)CC1	16%	-32%	-0.3%	-3.7%	-0.2%	-1%	6%	nt	4%
52	CCOc1ccc(N/C=C/C(=O)c2ccc3ccccc3c2)c([N+](=O)[O-])c1	-11%	36%	-0.3%	1.8%	-4.6%	7%	-2%	-16%	-6%
53	CC(CO)(CO)NCc1ccc(-c2ccccc2)cc1	-6%	8%	-0.1%	0.5%	-1.0%	12%	6%	-20%	-11%
54	COc1ccc(/C=N/NC(=O)c2cc3c(ccc4ccccc43)o2)cc1OC	19%	-32%	-0.1%	3.3%	-4.4%	4%	12%	-7%	3%
55	CC(C)Oc1nc(-c2ccccc2O)nc2ccccc12	-1%	12%	-0.1%	4.7%	3.1%	5%	-2%	-6%	-3%
56	CCOc1ccc2c(c1)C(c1cccs1)=NNC(c1cccnc1)=N2	9%	-34%	1.6%	-1.8%	-0.2%	1%	6%	4%	-12%
57	O=C(CSCc1nc2ccccc2[nH]1)N1CCN(c2cccc(Cl)c2)CC1	45%	-6%	1.7%	-1.2%	-3.6%	6%	2%	12%	22%
58	Cc1nc(C)c(-c2csc(Nc3ncccc3C)n2)s1	-24%	-7%	0.3%	-0.5%	2.9%	12%	4%	-10%	-4%
59	CCN(CC)c1ccc(NC(=O)C2=CCN(S(=O)(=O)c3ccc(F)cc3)CC2)c(C)c1	7%	-22%	-0.3%	-3.2%	-1.1%	17%	?	-26%	11%
60	O=C(CCC(=O)c1ccc(F)cc1)NC1CCCN(Cc2ccccc2F)C1 (configuration not stated)	0%	-16%[20 µM]	-0.2%	-0.2%	nt	6%	8%	-19%	-14%

Screening data from PubChem.

Only part of the results is shown; rates above refer to the full screens.
